# Screening data from PubChem BioAssay.
# LDHA inh: blocks human lactate dehydrogenase A | P00338 | purified LDHA, NADH/diaphorase-resazurin fluorescence; stronger effect = lower value | activity change, % (values are at about 110 or 230 µM) | actives 0.15% (n = 480,000) | AID 1347041; in the data active = activity change below about -30%;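 note: plate controls were DMSO wells for no effect and wells without enzyme for full effect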
#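 Human LDH5 at 2 nM final in Tris HCl pH 7.4 with 0.06 mM NADH and 0.2 mM pyruvate, reacted 5 minutes at room temperature. Remaining NADH coupled via diaphorase/resazurin; resorufin fluorescence read at 0 and 20 minutes, normalized to enzyme-free and DMSO wells.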
# Starred values were filed as active, the others as inactive. These rows are one share of the data; rates above refer to the full screens.
# Preview:
SMILES,LDHA inh
Cc1ccc(-c2cc(C(=O)N3CCN(C(=O)c4ccc(Br)o4)CC3)[nH]n2)cc1C,0.5
O=C(CSc1nc(C2CC2)n(-c2ccccc2)n1)Nc1ccccc1,-0.2
CCC(C)C(=O)NCC(OC)c1ccccc1 (configuration not stated),8.0
COc1ccc2[nH]c(C(=O)NCC(=O)Nc3ccc4c(c3)OCCO4)cc2c1OC,0.2
CCCN1CCC(N(C)C(=O)NCc2ccccc2F)CC1,-6.1
Cc1ccccc1C(=O)NC1CCN(C(C)C)CC1,0.4
COc1ccc(CNC(=O)c2cc(C(C)C)nc3onc(C)c23)cc1OC,0.4
COC(=O)[C@@]12C[C@@H](CC(=O)NCCCN3CCCC3=O)C(=O)N(Cc3ccco3)C1=CCC(C)(C)C2,-1.5
CCCSCCCNC(=O)CS(=O)(=O)Cc1nc(-c2ccc(C)cc2)oc1C,-7.8
CCCOC(=O)c1ccc(NC(=O)CC(C)(C(=O)O)c2ccccc2)cc1 (configuration not stated),-2.5
O=C(Nc1ccccc1C(=O)N1CCN(C(c2ccccc2)c2ccccc2)CC1)C1CC1,6.3
CNc1c(NC(=O)NCc2ccc(F)cc2)c(=O)oc2ccccc12,-8.1
Cc1cc(Br)ccc1-n1cccc1C=O,8.3
O=C1NC[C@@H](CCCCN2CCN(CCc3ccccc3)C(=O)C2=O)N(Cc2ccccc2)C1=O,-0.9
CCn1c(N2CCN(Cc3ccc(Br)cc3)CC2)nc2c1c(=O)[nH]c(=O)n2C,-8.8
Cc1cccc(C)c1N1C(=O)c2ccccc2NC(=O)C1C(=O)NCc1ccco1 (configuration not stated),-1.1
COc1nc(C(=O)NC2(c3ccccc3)CCC2)cc2ccccc12,-2.0
O=[N+]([O-])c1cccc(/C=N/N=C(c2ccccc2)c2ccccc2)c1,-2.4
CCOC(=O)[C@]12CCCC=C1N(CCC1=CCCCC1)C(=O)[C@H](CC(=O)NCc1ccccc1)C2,3.0
O=C(COC(=O)C12CC3CC(CC(Cl)(C3)C1)C2)Nc1cccc([N+](=O)[O-])c1,-19.6
Cc1ccc(-n2nc(N3CCN(S(=O)(=O)c4cccc5nsnc45)CC3)ccc2=O)cc1,2.9

# The whole of this part, previewed entries included:
SMILES,LDHA inh
Cc1ccc(-c2cc(C(=O)N3CCN(C(=O)c4ccc(Br)o4)CC3)[nH]n2)cc1C,0.5
O=C(CSc1nc(C2CC2)n(-c2ccccc2)n1)Nc1ccccc1,-0.2
CCC(C)C(=O)NCC(OC)c1ccccc1 (configuration not stated),8.0
COc1ccc2[nH]c(C(=O)NCC(=O)Nc3ccc4c(c3)OCCO4)cc2c1OC,0.2
CCCN1CCC(N(C)C(=O)NCc2ccccc2F)CC1,-6.1
Cc1ccccc1C(=O)NC1CCN(C(C)C)CC1,0.4
COc1ccc(CNC(=O)c2cc(C(C)C)nc3onc(C)c23)cc1OC,0.4
COC(=O)[C@@]12C[C@@H](CC(=O)NCCCN3CCCC3=O)C(=O)N(Cc3ccco3)C1=CCC(C)(C)C2,-1.5
CCCSCCCNC(=O)CS(=O)(=O)Cc1nc(-c2ccc(C)cc2)oc1C,-7.8
CCCOC(=O)c1ccc(NC(=O)CC(C)(C(=O)O)c2ccccc2)cc1 (configuration not stated),-2.5
O=C(Nc1ccccc1C(=O)N1CCN(C(c2ccccc2)c2ccccc2)CC1)C1CC1,6.3
CNc1c(NC(=O)NCc2ccc(F)cc2)c(=O)oc2ccccc12,-8.1
Cc1cc(Br)ccc1-n1cccc1C=O,8.3
O=C1NC[C@@H](CCCCN2CCN(CCc3ccccc3)C(=O)C2=O)N(Cc2ccccc2)C1=O,-0.9
CCn1c(N2CCN(Cc3ccc(Br)cc3)CC2)nc2c1c(=O)[nH]c(=O)n2C,-8.8
Cc1cccc(C)c1N1C(=O)c2ccccc2NC(=O)C1C(=O)NCc1ccco1 (configuration not stated),-1.1
COc1nc(C(=O)NC2(c3ccccc3)CCC2)cc2ccccc12,-2.0
O=[N+]([O-])c1cccc(/C=N/N=C(c2ccccc2)c2ccccc2)c1,-2.4
CCOC(=O)[C@]12CCCC=C1N(CCC1=CCCCC1)C(=O)[C@H](CC(=O)NCc1ccccc1)C2,3.0
O=C(COC(=O)C12CC3CC(CC(Cl)(C3)C1)C2)Nc1cccc([N+](=O)[O-])c1,-19.6
Cc1ccc(-n2nc(N3CCN(S(=O)(=O)c4cccc5nsnc45)CC3)ccc2=O)cc1,2.9
Cc1ccccc1-n1cnnc1SCC(=O)Nc1ccccc1C(=O)NCCc1ccccc1,-5.6
Cc1ccn2c(=O)cc(COc3ccccc3NC(=O)Nc3ccccc3F)nc2c1,6.1
COc1ccc2c(CN3CCN(c4ccc(F)cc4)CC3)cc(=O)oc2c1,11.9
CNc1c(NC(=O)Nc2ccc(F)cc2F)c(=O)oc2ccccc12,14.3
COc1ccc(NC(C)=O)cc1NC(=O)CNc1ccc(C)cc1Cl,-2.3
CCCC(C)NC(=O)c1ccc2c(c1)NC(=O)CS2 (configuration not stated),-7.4
CCOC(=O)c1ccoc1CN(CC)CC,-5.2
CC12C3C=CC(C3)C1([Si](C)(C)C)C2C(=O)O (configuration not stated),2.2
CN(Cc1cccs1)c1ncnc2ccc(-c3ccc4c(c3)OCO4)cc12,2.3
CC(C)NC(=O)C1(C)CSCC(=O)N1CC(F)(F)F (configuration not stated),-11.5
CNC(=O)C1CCN(Cc2cccc(C(F)(F)F)c2)CC1,-7.5
Cc1ccccc1NC(=O)c1cnn2cccnc12,0.1
c1cc2c(cc1CNc1ccc(N3CCCCC3)cc1)OCO2,9.6
COc1ccc2cc(S(=O)(=O)N3CCN(c4ccc(C)c(Cl)c4)CC3)ccc2c1,-2.8
O=C(NCCc1ccc(F)cc1)c1[nH]c2ccccc2c1Cl,-4.2
Cc1ccsc1/C=C(/CC(=O)O)c1nc2ccccc2o1,10.2
CNC(=O)NC(=O)C(C)SC(C)c1ccccc1F (configuration not stated),5.5
O=C(NC1=NCCS1)c1cc2ccccc2s1,-7.1
CCOC(=O)CSc1nc(N)c2c3c(sc2n1)CCCC3C (configuration not stated),7.3
COc1ccc(OCC(=O)Nc2ccc3oc(-c4ccccc4F)nc3c2)cc1,-3.6
CC(C)CNCc1ccc(-c2ccccc2F)o1,1.4
CN(NC(=O)c1ccc2c(c1)OCC(=O)N2)c1ccccc1,6.7
O=C(NCc1cccc(F)c1)C(=O)Nc1cccc(O)c1,1.7
O=C(COc1cc2oc(=O)cc(-c3ccccc3)c2cc1Cl)NCc1cccs1,6.1
Cc1cc(C(=O)COC(=O)c2nccnc2N)c(C)n1CCc1cccs1,-2.6
CC(C)N(C)CCNC(=O)Nc1ccccc1C(F)(F)F,0.9
CCn1cnc2c1c(=O)n(CC(=O)NCCc1cccc(F)c1)c(=O)n2Cc1ccccc1,-1.8
Cc1cccc(N/N=C/c2ccc(C#N)cc2)c1,4.9
CC(C)CCN1NC2(CCC(C(C)(C)C)CC2)NC1=S (configuration not stated),4.0
O=C(Nc1ccccc1F)c1cc(-c2ccccn2)nc2ccccc12,7.3
CCCCOc1ccc2c(=O)c(-c3ccc4c(c3)OCCCO4)c(C)oc2c1,-6.2
N#Cc1nc(COc2cccc(Cl)c2)oc1N1CCCCC1,-2.9
CC(C)c1nc(N(C)CCO)c(C#N)c2c1CCCC2,10.5
COc1cc(-c2nc3ccccc3s2)ccc1OC(C)C,-4.4
CS(=O)(=O)NCC1CCCN(c2nc3ccccc3o2)C1 (configuration not stated),-0.3
COc1ccc2cc(CNC(=O)CNC(=O)c3ccccc3)ccc2c1,0.5
Nc1nccnc1C(=O)Nc1cccc(/C=C/c2ccccn2)c1,6.9
CSc1cccc(NC(=O)/C=C/c2cccs2)c1,-1.1
COc1ccc(OC)c(NC(=O)COC(=O)c2sccc2C)c1,5.1
# More entries.
SMILES,LDHA inh
O=C(CSCc1ccccn1)N(Cc1ccsc1)C1CC1,11.4
COc1cccc2cc(C(=O)NCCc3c(C)[nH]c4ccccc34)c(=O)oc12,-4.5
O=C(COc1coc(CN2CCCCC2)cc1=O)NCc1ccccc1,-17.2
O=S(=O)(NC(c1ccccc1)c1cccs1)c1ccccc1 (configuration not stated),-0.1
CCC1CN(CC(=O)Nc2ccc(NC(C)=O)cc2)c2ccccc2S1 (configuration not stated),0.7
Cn1cc(C(=O)N2CCN(S(=O)(=O)c3cccc(F)c3)CC2)c2ccccc21,-7.9
CCCCNC(=O)C[C@@H]1C[C@@]2(C(=O)OCC)CCC=C2N(Cc2cccc3ccccc23)C1=O,6.2
CC(C)=CC(=O)Nc1cccc(OCc2ccc(F)cc2)c1,6.6
CCOC(=O)c1cnc2c(C)cc(C)cc2c1Nc1cccc([N+](=O)[O-])c1,-8.1
Cc1nc2cc(NC(C)C(=O)Nc3ccc(C(C)C)cc3)ccc2o1 (configuration not stated),87.5
COc1ccc(-c2nc3c(C(C)(C)C)cc(C(C)(C)C)c(O)c3o2)cc1OC,18.0
Cc1ccc(C(=O)NC2C3CC4CC(C3)CC2C4)c(Cl)c1 (configuration not stated),6.9
Cc1cc(SCc2ccc(Cl)c(Cl)c2)nc2ccc(F)cc12,4.7
CCc1c(C(=O)Nc2ccc(OC)cc2OC)csc1C,5.0
Cc1ccc(/C=N/NC(=O)C2CC2)o1,13.0
NC(=O)C1CN(CC(=O)Nc2ccccc2Sc2ccc(Cl)cc2)c2ccccc2O1 (configuration not stated),10.8
COC(=O)CC(NC(=O)Cc1ccccc1Cl)c1cccs1 (configuration not stated),-15.4
CC(C)NC(=O)C1(C)CSCC(=O)N1Cc1cccs1 (configuration not stated),-0.1
CCOc1ccc2c(c1)cc(C(=O)NCCOc1ccc(Cl)cc1)n2C,10.8
CNC(=O)N/C=C(/C#N)C(=O)OC,8.7
Cn1nc(C(=O)NC2CCS(=O)(=O)C2)c2ccccc2c1=O (configuration not stated),11.6
CCOC(=O)C1=C(CN(CCOC)Cc2ccco2)NC(=O)NC1c1cccs1 (configuration not stated),3.7
Brc1ccccc1/C=N/N(c1ccccc1)c1ccccc1,5.9
O=C(CSc1nnnn1C1CC1)N1CCN(S(=O)(=O)c2ccc3c(c2)CCC3)CC1,1.8
C[C@@H](c1ccccc1)N1C[C@@H](COCc2ccccc2)Oc2cc(N3CCC[C@H]3CO)ccc2S1(=O)=O,-1.9
Cn1c(=O)c2c(ncn2CC(=O)Nc2ccc(C34CC5CC(CC(C5)C3)C4)cc2)n(C)c1=O,4.7
Cc1cc(NC(=S)NCCc2ccccc2)ccc1Br,0.6
COc1cccc2cc(C(=O)OCC(=O)c3ccc(C)cc3)c(=O)oc12,15.6
O=C(c1cc2cc(Br)cc(Br)c2oc1=O)N1CCc2ccccc2C1,-19.6
CCCCCCn1c(SCCc2ccccc2)nc2c1c(=O)[nH]c(=O)n2C,-9.0
O=C(Nc1ccc(CC23CC4CC(CC(C4)C2)C3)cc1)c1ccc(F)cc1,2.0
O=C(c1cc2ccccc2oc1=O)N(Cc1ccc(C(F)(F)F)cc1)C1CC1,4.1
COc1cc(OC)cc(-c2c(Sc3ccccc3)c3cc(-c4ccc(OC)c(F)c4)ccc3n2C)c1,1.8
Cc1nc2nc(N)nn2c(C)c1CC(=O)NC(C)C1CC1 (configuration not stated),-8.5
O=C(Cc1c[nH]c2ccccc12)Nc1nc2ccc(Cl)cc2s1,5.2
CCc1ccc(/C=C2\N=C(SC)SC2=O)cc1,5.6
O=C(NC1CC1)C(Sc1cccc(C(F)(F)F)c1)c1ccccc1 (configuration not stated),9.9
N#Cc1cccnc1NCC(CO)Cc1ccccc1 (configuration not stated),6.8
O=C(c1cc2occc2n1Cc1ccccc1F)N1CCSCC1,3.1
CCCCn1nnnc1C(c1cc2ccccc2o1)N1CCN(C(=O)OC(C)(C)C)CC1 (configuration not stated),0.3
O=C(NC1CCSC1=O)c1cc2ccccc2o1 (configuration not stated),0.3
CCCCN1CCN(C(=O)c2cc(-c3ccncc3)nc3c(C)c(C)ccc23)CC1,-7.0
CN(C)CC(=O)N1CCN(C(=O)C=C(C2CC2)C2CC2)CC1,-0.8
Cc1ccc(C)c(N2CCN(C(=O)Cn3cnc(S(=O)(=O)N4CCOCC4)c3)CC2)c1,6.7
Oc1cccc(-c2sc3ccccc3c2-c2ccc(OCCN3CCCCC3)cc2)c1,3.6
O=[N+]([O-])c1ccccc1S(=O)(=O)Nc1ccccc1-n1cccn1,3.3
Cc1nc(-c2ccccc2)sc1C(=O)N1CCN(Cc2ccc(C#N)cc2)CC1,2.3
CCCCc1ccc(Nc2ncnc3c2cnn3-c2ccc(OC)cc2)cc1,3.8
CN1CCC2(CC1)N=C(SCC(=O)Nc1cc(F)ccc1F)C(c1ccccc1)=N2,3.8

# 3 compounds out of the list, sorted by heavy-atom count, ascending:
SMILES,LDHA inh
CCOC(=O)c1ccoc1CN(CC)CC,-5.2
O=C(Nc1ccccc1F)c1cc(-c2ccccn2)nc2ccccc12,7.3
O=C(c1cc2ccccc2oc1=O)N(Cc1ccc(C(F)(F)F)cc1)C1CC1,4.1
